# Bioassay records: PubChem BioAssay, several laboratories
# Scp-1 inhibitor – blocks human Scp-1 phosphatase activity. Recombinant Scp1, phosphopeptide, malachite green phosphate absorbance. Q9GZU7. inhibition, % at 20 µM. actives 0.88% (n = 340,000);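 active means inhibition above about 50% at 20 µM, limit read from the data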;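 further: plate controls were DMSO wells with enzyme for no effect and wells lacking enzyme for full effect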
# Target sequence (Q9GZU7 76-261 limits assumed): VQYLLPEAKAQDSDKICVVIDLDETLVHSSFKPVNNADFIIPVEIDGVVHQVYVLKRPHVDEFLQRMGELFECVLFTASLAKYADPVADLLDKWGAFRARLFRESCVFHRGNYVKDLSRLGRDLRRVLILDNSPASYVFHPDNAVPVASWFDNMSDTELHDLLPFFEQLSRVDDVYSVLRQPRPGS
#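 Times: enzyme reaction 45 min at room temperature, colour 5 min, stabilisation 30 min. Material: SCP-1 catalytic fragment, aa 76-261. Medium: Acidic Tris acetate buffer with magnesium and detergent. Signal: colorimetric free-phosphate detection, absorbance 630 nm. Read-out basis: % inhibition of SCP-1 phosphate liberation. Reagent: Phosphorylated 17-residue peptide substrate.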
# eLon inh – inhibits E. coli Lon protease; P0A9M0; purified E. coli Lon protease, fluorescence polarization; inhibition, % at 7.94 µM; actives 0.42% (n = 360,000); AID 602123; in the data active means inhibition above about 13%, passing the limit was not always enough;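 further: 0% = enzyme with probe and DMSO and 100% = no enzyme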
# Target sequence (P0A9M0 whole entry, looked up): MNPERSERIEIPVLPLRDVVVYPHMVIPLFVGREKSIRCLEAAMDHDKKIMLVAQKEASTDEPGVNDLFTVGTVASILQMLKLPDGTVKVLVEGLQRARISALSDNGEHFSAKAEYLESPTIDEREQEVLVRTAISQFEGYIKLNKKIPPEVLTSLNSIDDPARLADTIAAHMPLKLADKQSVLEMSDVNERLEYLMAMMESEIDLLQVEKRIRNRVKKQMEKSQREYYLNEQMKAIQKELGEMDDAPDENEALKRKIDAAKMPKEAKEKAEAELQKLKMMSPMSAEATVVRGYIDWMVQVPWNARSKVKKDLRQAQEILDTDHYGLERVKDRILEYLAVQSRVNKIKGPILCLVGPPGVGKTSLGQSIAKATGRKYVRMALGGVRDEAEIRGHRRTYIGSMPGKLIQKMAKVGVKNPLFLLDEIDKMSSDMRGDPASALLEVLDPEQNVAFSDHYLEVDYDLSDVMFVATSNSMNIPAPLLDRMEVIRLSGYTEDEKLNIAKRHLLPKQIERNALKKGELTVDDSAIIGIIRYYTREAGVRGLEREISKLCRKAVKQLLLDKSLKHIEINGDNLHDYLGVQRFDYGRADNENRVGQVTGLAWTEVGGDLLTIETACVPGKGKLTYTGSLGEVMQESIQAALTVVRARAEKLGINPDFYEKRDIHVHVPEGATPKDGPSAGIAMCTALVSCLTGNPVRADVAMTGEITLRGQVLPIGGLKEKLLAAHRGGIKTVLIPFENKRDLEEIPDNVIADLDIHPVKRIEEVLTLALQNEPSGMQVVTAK
# SUMO1-SIM PPI – modulators of human SUMO1-mediated protein-protein interactions. inhibition, % at 20 µM. SUMO1 binding to a labelled peptide, TR-FRET, 1 h. P63165. actives 0.33% (n = 360,000); in the data active means inhibition above about 37%
# Target sequence (P63165 whole entry, looked up): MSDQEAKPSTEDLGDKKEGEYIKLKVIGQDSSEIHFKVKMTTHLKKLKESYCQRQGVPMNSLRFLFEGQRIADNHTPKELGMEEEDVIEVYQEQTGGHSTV
# DNMT1 inh – DNMT1 (human) enzyme inhibition; DNMT1 molecular beacon, Hinp1I cleavage, fluorescence; inhibition (reported as % activation of signal), % at 10 µM; actives 0.83% (n = 360,000); in the data active means inhibition above about 50%
# NRP1-CendR mod – alters CendR peptide binding to human NRP-1; O14786; FAM-RPARPAR peptide binding to NRP-1, fluorescence polarization; inhibition, % at 25 µM; actives 0.85% (n = 360,000); AID 602438;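 active means inhibition or corrected inhibition above about 18%, plus a signal ratio from 0.5 to 1.5, limit read from the data, passing the limit was not always enough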; further: strong numbers were not always called active
# LMPTP block – blocks human LMPTP phosphatase; inhibition, % at 20 µM; recombinant LMPTP-A, OMFP fluorogenic substrate, fluorescence intensity; actives 0.22% (n = 360,000);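 active means compounds that cut the enzyme signal by at least half of the control window in the single-dose screen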;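 further: plate controls were DMSO wells with enzyme plus substrate for no effect and substrate without enzyme for full effect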
#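 Assay system: LMPTP-A enzyme. Input: 0.625 nM LMPTP-A final. Probe or stimulus: 400 µM OMFP. Compound dosing: single 20 µM dose. Schedule: 50 min dark incubation at room temperature. Detection: fluorescence intensity of OMFP turnover product. Read-out: percent inhibition versus substrate-only and uninhibited controls. Benchmarks: no-enzyme low control, uninhibited high control.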
# MsrA inh – inhibits bovine methionine sulfoxide reductase A; purified bovine MsrA, absorbance read-out; inhibition, % at 15.5 µM; actives 0.75% (n = 360,000); in the data active means inhibition above about 4.5%;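 further: 0% = vehicle wells with enzyme and 100% = reference inhibitor wells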
# STEP inh – STEP (human) phosphatase inhibition | actives 0.25% (n = 360,000) | recombinant STEP, OMFP fluorogenic substrate, fluorescence | inhibition, % at 20 µM;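 active means inhibition at 20 µM, scaled per plate between control wells, above about 37%, limit read from the data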;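 further: 0% = DMSO with enzyme and substrate and 100% = substrate only without enzyme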
#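 Measure: Control-normalized % inhibition with plate pattern correction | Test system: STEP phosphatase, cell-free reaction | Medium: pH 6.0 Bis-Tris with DTT and Tween 20 | Technique: Fluorescence, 480/540 nm | Times: Reaction 20 min, ambient temperature | Doses: Single compound dose of 20 µM, 1% DMSO final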
# bovine MsrA act – bovine methionine sulfoxide reductase A activation. purified bovine MsrA, absorbance read-out. activation, % at 10.6 µM. actives 0.3% (n = 360,000); in the data active means activation above about 7.5%;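 further: 0% = vehicle and 100% = reference activator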
# TbMetRS inhib – blocks T. brucei methionyl-tRNA synthetase activity | purified T. brucei MetRS, ATP depletion, Kinase-Glo luminescence | inhibition, % at 11.9 µM | actives 0.4% (n = 360,000) | AID 624268;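 active means inhibition above a per-plate cutoff of the control wells' mean inhibition plus 3 SD, cut at about 5.5% in these data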;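 further: 0% = DMSO wells median and 100% = median of wells with control inhibitor compound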
#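 Dosing: 11.9 µM compound single dose, 0.9% DMSO; Assay system: purified T. brucei MetRS enzyme; Measured by: Kinase-Glo luciferase luminescence reporting remaining unconsumed ATP; Schedule: 15 min plus 2 h at 25 °C.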
# The depositor's hits bear a star; / = no result given. Outcome played no part in choosing rows, and some 4.3% of all compounds hit somewhere here.
SMILES,Scp-1 inhibitor,eLon inh,SUMO1-SIM PPI,DNMT1 inh,NRP1-CendR mod,LMPTP block,MsrA inh,STEP inh,bovine MsrA act,TbMetRS inhib
O=C1c2cccnc2C(=O)N1Cc1ccc(S(=O)(=O)N2CCOc3ccccc32)cc1,-2,-5,-18,-2,12,1.3,1.8,1,-2,-0.3
COc1cccc(NC(=O)Nc2ccccc2C(N)=O)c1,2,-12,0,1,0,-0.5,1.4,-3,-2,-1.4
O=C(c1cccc(S(=O)(=O)N2CCOCC2)c1)N(Cc1ccc(F)cc1)Cc1ccco1,-8,2,3,3,4,-0.3,-0.7,3,-3,0.1
CCOP(=O)(CC(C(C)=O)C(O)c1ccccc1)OCC (centres undefined),1,-3,4,2,-1,-0.6,0.7,-4,-6,-0.3
COC(=O)c1ccc(CSc2nnc(NC(C)C)s2)o1,-8,-8,3,5,-4,0.9,-0.2,5,-1,0.2
Cc1ccc(S(=O)(=O)N2CCC(C(=O)OCC(=O)NCCc3ccccc3)CC2)cc1C,2,3,0,-2,10,0.4,0.3,0,-4,0.2
O=C(COC(=O)COc1ccc(Br)cc1)NCC1CCCO1 (centres undefined),0,2,5,5,21,-0.6,-0.2,-1,-2,-0.2
CCOCCCNC(=O)C(c1ccc(C)cc1)N1CCOCC1 (centres undefined),-7,11,1,-4,5,-0.5,-0.3,-1,-1,-1.0
CC(=O)OCC1=C(C(=O)O)N2C(=O)C(NC(=O)CC(C)c3ccccc3)C2SC1 (centres undefined),12,-9,2,4,-18,-1.0,0.5,1,2,-0.4
CCOC(=O)c1c(-c2ccccc2)oc2cc(CN(C)C)c(O)c(CN(C)C)c12,-9,-12,-13,-2,-23,1.0,1.1,5,-2,-0.4
COc1ccccc1NC(=O)CCc1c(C)nc2c(-c3ccc(F)cc3)c(C)nn2c1C,-9,4,8,-1,2,2.3,-0.5,3,0,-0.1
NC(=O)COC(=O)c1cc(-c2ccco2)nc2ccccc12,20,8,2,16,-38,2.6,4.0,3,3,-0.6
O=S(=O)(Nc1ccc(-c2ccc3nncn3n2)cc1)c1ccccc1Cl,0,0,-20,-1,2,0.2,2.0,2,-2,-0.1
CCC1CCCCN1C(=O)CSc1nnc(-c2ccc3c(c2)OCCO3)o1 (centres undefined),-4,-5,3,2,1,2.0,0.5,-2,-1,-0.9
C[C@@H]1CN([C@H](C)CO)C(=O)CCCn2nncc2CO[C@@H]1CN(C)S(=O)(=O)c1ccccc1C#N,/,-5,1,-2,-5,-2.1,0.3,-2,-7,-1.3
O=C(CN1CCc2ccccc2C1)NCc1ccco1,-2,4,-1,-10,-8,-1.1,2.4,3,-3,0.4
CCn1c(SCC(=O)N2CCc3ccccc3C2)nc2sc(C)c(C)c2c1=O,-5,-1,0,-6,7,4.4,0.7,4,-4,0.5
COc1ccc(C(=O)OCC(=O)c2c(N)n(C)c(=O)n(C)c2=O)cc1OC,-6,-5,3,4,2,0.2,0.7,1,-6,-0.7
CCC(=O)Nc1ccc(C(=O)N/N=C/c2cc(Br)c(OC)cc2OC)cc1,9,-4,2,1,-15,-0.9,1.2,-2,-7,-0.7
COc1cc(OC)cc(-c2cc3cc(F)ccc3cn2)c1,0,-3,-22,-6,5,0.0,1.8,3,-7,-0.5
COc1cccc(-c2csc(N3CCN(C(=O)C4CCCCC4)CC3)n2)c1,-8,0,-2,-18,-13,3.1,-1.0,5,-1,-0.2
CC(=O)c1c(C)[nH]c(C(=O)NCc2cccc(Cl)c2)c1C,-7,-6,-1,-2,-14,-0.7,1.5,-2,-2,4.7
CCN(c1cccc(C)c1)S(=O)(=O)c1c(C)[nH]c(C)c1C(=O)N1CCCCC1,-9,7,1,-1,8,-0.7,1.5,0,-2,-0.3
O=C(COC(=O)c1ccccn1)NCCCc1ccccc1,-10,-2,2,-1,2,-2.5,-0.6,0,-1,0.2
COc1ccc(CCNC(=O)CNC(=O)c2ccc3c(c2)OCO3)cc1OC,2,10,-6,1,16,-0.2,-0.5,-1,-3,-0.3
O=C1c2ccccc2CCCC12N=NCC2c1cccc2ccccc12 (centres undefined),-6,-5,-1,-4,-4,2.5,1.0,-2,-4,-0.4
COc1ccc(CCNC(=O)CSC(=O)c2ccccc2)cc1OC,-8,-6,1,1,2,1.6,-0.2,4,-3,-0.6
Cc1ccc(/C(O)=C2/C(=O)C(=O)N(CC(=O)O)C2c2ccc([N+](=O)[O-])cc2)cc1 (centres undefined),-5,-8,-12,1,-6,1.4,2.2,1,-5,0.2
O=[N+]([O-])c1cccc(COc2cccc(CN3CCOCC3)c2)c1,10,-4,-26,6,-6,0.4,-0.1,1,-3,0.3
O=C(NC1CCSC1=O)C1CC(=O)N(c2ccc(F)cc2)C1 (centres undefined),1,-10,3,-1,11,-1.4,-0.5,-2,-1,-0.1
CCOc1ccc(C(=O)CCC(=O)N(CC)CC(=O)NCc2cccs2)cc1,5,-3,-1,-8,-12,-1.2,-0.7,0,-9,-0.7
CCc1ccc(/C=C\C(=O)N2CCc3ccccc3C2)cc1,-11,-6,-6,1,4,1.7,0.1,3,-12,-1.1
Cc1ccc(C(=O)N2CCN(c3nc4ccccc4n3C)CC2)cc1,-7,1,2,0,-1,-1.6,-0.6,-2,-7,-1.2
CC(C)NC(=O)CN1C(=O)CSc2ccc(S(=O)(=O)N3CCCC3)cc21,32,-17,7,5,7,-0.8,-0.1,1,-1,-0.7
Cc1ccc(S(=O)(=O)N2CCCCC2)cc1NC(=O)CNCc1ccco1,0,2,0,-2,-3,-2.0,2.3,0,1,-0.1
O=C(Nc1ncc(Br)s1)C1CCCN1S(=O)(=O)c1cccc2cccnc12 (centres undefined),0,-2,6,24,2,-0.6,1.5,1,1,-0.3
Cn1c(=O)c2cc(NC(=O)NCCc3cccs3)ccc2n1C/C=C/c1ccccc1,/,2,3,-7,11,0.2,/,2,-4,-0.3
CNC(=O)c1ccc(-c2ccc(OC)cc2)s1,-5,-6,-15,-2,-9,-2.3,4.2,2,-12,-0.5
Cc1cc(C)cc(-c2nnc(SCC(=O)Nc3cc(C)on3)o2)c1,-7,0,-1,-2,-19,-0.2,-0.1,5,-5,-0.5
COc1ccc(C(=O)COC(=O)c2cc(=O)c3ccccc3o2)cc1,-5,-4,-21,-2,9,0.7,0.1,-3,-8,0.2
CC(C(=O)Nc1nc(-c2ccc(F)c(F)c2)cs1)N1C(=O)C2CC=CCC2C1=O (centres undefined),-14,4,2,-7,13,1.2,0.0,-1,-2,-0.2
O=C(CCn1c(=O)[nH]c2ccsc2c1=O)N1CCN(c2cccc(Cl)c2)CC1,-11,8,7,8,3,2.2,-0.2,-1,-2,0.2
CC1CCCCC1NC(=O)C1CCN(S(=O)(=O)N2CCCCCC2)CC1 (centres undefined),2,4,3,1,-11,-0.1,-0.6,1,-1,-0.1
Cc1cccc(Nc2nc(-c3ccc(O)c(O)c3)cs2)n1,-2,-1,-1,-20,12,7.0,-0.2,-2,-1,-0.5
CN1CCN(C(=O)C2CCN(S(=O)(=O)c3ccc4c(c3)oc(=O)n4C)CC2)CC1,-10,2,0,5,0,-2.7,-0.4,0,-2,-0.5

# Another view of some results above:
# Order of results: Scp-1 inhibitor | eLon inh | SUMO1-SIM PPI | DNMT1 inh | NRP1-CendR mod | LMPTP block | MsrA inh | STEP inh | bovine MsrA act | TbMetRS inhib
- Cc1ccc(S(=O)(=O)N2CCCCC2)cc1NC(=O)CNCc1ccco1
 : 0 | 2 | 0 | -2 | -3 | -2.0 | 2.3 | 0 | 1 | -0.1
- O=C(Nc1ncc(Br)s1)C1CCCN1S(=O)(=O)c1cccc2cccnc12 (centres undefined)
 : 0 | -2 | 6 | 24 | 2 | -0.6 | 1.5 | 1 | 1 | -0.3
- Cn1c(=O)c2cc(NC(=O)NCCc3cccs3)ccc2n1C/C=C/c1ccccc1
 : / | 2 | 3 | -7 | 11 | 0.2 | / | 2 | -4 | -0.3
- CNC(=O)c1ccc(-c2ccc(OC)cc2)s1
 : -5 | -6 | -15 | -2 | -9 | -2.3 | 4.2 | 2 | -12 | -0.5
- Cc1cc(C)cc(-c2nnc(SCC(=O)Nc3cc(C)on3)o2)c1
 : -7 | 0 | -1 | -2 | -19 | -0.2 | -0.1 | 5 | -5 | -0.5
- COc1ccc(C(=O)COC(=O)c2cc(=O)c3ccccc3o2)cc1
 : -5 | -4 | -21 | -2 | 9 | 0.7 | 0.1 | -3 | -8 | 0.2
- CC(C(=O)Nc1nc(-c2ccc(F)c(F)c2)cs1)N1C(=O)C2CC=CCC2C1=O (centres undefined)
 : -14 | 4 | 2 | -7 | 13 | 1.2 | 0.0 | -1 | -2 | -0.2
- O=C(CCn1c(=O)[nH]c2ccsc2c1=O)N1CCN(c2cccc(Cl)c2)CC1
 : -11 | 8 | 7 | 8 | 3 | 2.2 | -0.2 | -1 | -2 | 0.2
- CC1CCCCC1NC(=O)C1CCN(S(=O)(=O)N2CCCCCC2)CC1 (centres undefined)
 : 2 | 4 | 3 | 1 | -11 | -0.1 | -0.6 | 1 | -1 | -0.1
- Cc1cccc(Nc2nc(-c3ccc(O)c(O)c3)cs2)n1
 : -2 | -1 | -1 | -20 | 12 | 7.0 | -0.2 | -2 | -1 | -0.5
- CN1CCN(C(=O)C2CCN(S(=O)(=O)c3ccc4c(c3)oc(=O)n4C)CC2)CC1
 : -10 | 2 | 0 | 5 | 0 | -2.7 | -0.4 | 0 | -2 | -0.5

# (next part)
SMILES,Scp-1 inhibitor,eLon inh,SUMO1-SIM PPI,DNMT1 inh,NRP1-CendR mod,LMPTP block,MsrA inh,STEP inh,bovine MsrA act,TbMetRS inhib
CCOC(=O)COn1c(-n2nc(C)cc2C)nc2ccccc2c1=O,6,-4,-2,12,-4,-1.0,0.3,2,-12,-2.0
Cc1cc(C(=O)CCC(=O)Nc2ccc(C(N)=O)cc2)c(C)s1,/,-10,0,3,-3,0.7,1.0,3,-4,-0.2
O=C(NCC(c1ccco1)N1CCc2ccccc2C1)c1cccc(F)c1 (centres undefined),-2,-8,-2,3,0,-1.5,-0.4,-1,-4,-0.3
O=C(Oc1ccc(N2C(=O)CCC2=O)cc1)c1ccccc1Cl,-6,-9,-4,2,-5,-2.1,0.2,1,-3,-1.4
Cc1ccc(S(=O)c2snnc2C)cc1 (centres undefined),-5,-2,1,4,6,-2.2,0.0,-2,-5,-0.8
Cc1cccc(OCc2nnc(SCC(=O)NCCc3ccccc3)o2)c1,-3,-9,2,-1,2,-0.3,-0.1,2,-1,-0.1
CN1C(=O)/C(=C/c2ccc(O)c([N+](=O)[O-])c2)NC1=S,-2,10,-11,1,12,-23,2.8,2,-1,0.4
c1ccc(CCCNc2ncnc3nc[nH]c23)cc1,-7,-9,7,3,5,-0.5,0.5,-5,-1,0.2
